Rv3671c protease = Rv3671c serine protease inhibitors, primary screen, biochemical, fluorescence polarization, M. tuberculosis H37Rv | P9WHR9 | inhibition, % at 5.96 µM | 0.048% of 320,000 active | AID 2606, 2010; in the data active = inhibition above about 38%;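 also: extracellular domain of Rv3671c used as enzyme; 0% = enzyme with DMSO and 100% = no enzyme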
Target sequence (P9WHR9 whole entry, looked up, the tested form may be a part): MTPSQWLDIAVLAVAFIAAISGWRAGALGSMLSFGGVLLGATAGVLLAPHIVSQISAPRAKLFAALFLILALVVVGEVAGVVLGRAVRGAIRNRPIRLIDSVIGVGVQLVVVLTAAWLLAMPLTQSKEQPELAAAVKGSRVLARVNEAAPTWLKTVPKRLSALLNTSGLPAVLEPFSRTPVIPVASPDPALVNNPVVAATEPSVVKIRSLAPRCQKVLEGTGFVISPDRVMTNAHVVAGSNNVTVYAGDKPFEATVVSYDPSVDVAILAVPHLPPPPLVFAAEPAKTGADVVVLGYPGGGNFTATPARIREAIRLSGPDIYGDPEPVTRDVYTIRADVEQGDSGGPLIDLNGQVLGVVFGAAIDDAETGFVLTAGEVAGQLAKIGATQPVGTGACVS
SSB-PriA inh = inhibitors of Klebsiella pneumoniae PriA binding to SSB C-terminal tail, primary screen, biochemical, AlphaScreen. PriA–SSB C-terminal tail interaction (Klebsiella pneumoniae). AlphaScreen SSBct-PriA binding, biotinylated peptide. inhibition, % at 33 µM. 0.6% of 430,000 active. AID 1272365, 2023; in the data active = inhibition mostly above about 37%, no sharp cut-off; inactive = mostly below about 20%;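 also: plate controls were negative control peptide for no effect and reference peptide for full effect; strong numbers were not always called active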
MazEF act = activators of E. coli MazEF toxin-antitoxin RNase, primary screen, biochemical, fluorescence, uHTS. Endoribonuclease toxin MazF (Escherichia coli (strain K12)), P0AE70. FAM/BHQ RNA-DNA oligo cleavage fluorescence, 5 h. activation, % at 20 µM. 0.32% of 350,000 active; in the data active = activation above about 50%
Target sequence (P0AE70 whole entry, looked up): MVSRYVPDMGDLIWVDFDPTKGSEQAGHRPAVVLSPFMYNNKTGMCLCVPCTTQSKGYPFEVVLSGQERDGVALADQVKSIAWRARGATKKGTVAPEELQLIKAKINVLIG
Anthrax LF prot = Bacillus anthracis LF protease inhibitors, primary screen, biochemical, multiplex microsphere, MLPCN library | Lethal factor (Bacillus anthracis), P15917 | multiplex microsphere protease cleavage assay | inhibition, % at 10 µM | 0.12% of 360,000 active | AID 588501, 2011; in the data active = inhibition above about 30%; also: plate controls were buffer without enzyme for full effect and enzyme alone for no effect
PfHsp40 yeast = rescue of yeast from PfHsp40 toxicity, primary screen, S. cerevisiae, ATP luminescence; S. cerevisiae expressing PfHsp40, growth rescue; growth rescue, % at 12.5 µM; 0.68% of 340,000 active; AID 504582, 2011; in the data active = growth rescue above about 28%, passing the limit was not always enough;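 also: yeast W303a lacking pdr1 and pdr3 grown in galactose medium; growth measured after three days at 30 °C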
DUSP3 inh = VHR1 phosphatase inhibitors, primary screen, biochemical, absorbance, uHTS; 0.52% of 290,000 active; Dual specificity protein phosphatase 3 (Homo sapiens), P51452; inhibition, % at 13.3 µM; AID 1654, 2009; recombinant VHR phosphatase, pNPP absorbance; in the data active = inhibition above about 50%; also: some compounds called inactive have numbers as strong as hits
Target sequence (P51452 whole entry, looked up): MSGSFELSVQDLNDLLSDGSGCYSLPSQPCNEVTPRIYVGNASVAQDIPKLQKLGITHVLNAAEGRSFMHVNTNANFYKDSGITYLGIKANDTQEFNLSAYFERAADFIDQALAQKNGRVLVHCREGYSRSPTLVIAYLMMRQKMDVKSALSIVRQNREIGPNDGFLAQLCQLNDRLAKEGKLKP
TcdB GH inh = TcdB glycohydrolase inhibitors, primary screen, biochemical, single point, plate reader; Toxin B (Clostridioides difficile), P18177; TcdB glycohydrolase enzymatic assay; inhibition, % at 9.99 µM; 0.24% of 350,000 active; AID 652162, 2013; in the data active = inhibition above about 10%
Vc quorum ag = inducers of Vibrio cholerae quorum light production without autoinducers, primary screen, BH1578 luxS cqsA deficient, single point. V. cholerae BH1578 lux reporter, luminescence, 6 h. activation, % at 18.7 µM. 0.16% of 350,000 active; in the data active = activation mostly above about 9.7%, no sharp cut-off; also: not every result past the cut was called active; inactives centre near 0; reference of the scale not given here
3CLpro inhibitor = SARS-CoV 3CLpro protease inhibitors, primary screen, biochemical, quenched FRET; Replicase polyprotein 1ab (Severe acute respiratory syndrome coronavirus), P0C6X7; recombinant SARS-CoV 3CLpro, quenched FRET peptide cleavage; inhibition, % at 6 µM; 0.14% of 290,000 active; AID 1706, 2009; in the data active = inhibition above about 12%
Yp Topo-I inh = Yersinia pestis topoisomerase I inhibitors, primary screen, biochemical, cleavage product accumulation, plate reader, single point | DNA topoisomerase I (Yersinia pestis CO92) | Y. pestis Topo-I cleavage product accumulation | activity, % at 10 µM | 0.064% of 360,000 active; in the data active = activity above about 50%, passing the limit was not always enough; also: inactives centre near 2
An asterisk follows results filed as active; i = inactive; . = not tested or not shown.

nr	Compound	Rv3671c protease	SSB-PriA inh	MazEF act	Anthrax LF prot	PfHsp40 yeast	DUSP3 inh	TcdB GH inh	Vc quorum ag	3CLpro inhibitor	Yp Topo-I inh
1	O=C(c1cc(COc2ccc(F)cc2Cl)on1)N1CCCCC1c1cccnc1 (centres undefined)	-2	-5	-12	1	0.6	-15	0.9	i	-1	25
2	CC(=O)c1ccc(OCC(=O)OC(C)C(=O)NC2CCCCC2C)cc1 (centres undefined)	-2	-1	2	0	-0.4	.	0.2	0.3	.	2
3	CC1Cc2ccccc2N1C(=O)CCS(=O)(=O)c1cccc2nonc12 (centres undefined)	2	2	4	6	0.2	4	.	-0.3	-1	-9
4	Cc1ccccc1OC(C)C(=O)NC1CCCC1 (centres undefined)	-5	-17	5	2	-0.5	17	.	.	4	8
5	CCCCCCCC(=O)Nc1cc(C(=O)NCc2ccc(C)cc2)ccc1N1CCC2(CC1)CC(c1ccccc1)=NO2	-12	-12	-3	4	-2.4	-2	3.0	-0.4	4	3
6	Cc1ccc(S(=O)(=O)N2CCCC(C(=O)Nc3ccc(NC(=O)c4ccccn4)cc3)C2)cc1 (centres undefined)	-1	-6	-20	2	1.3	18	.	3.8	4	10
7	COc1ccccc1CN(Cc1nc2ccccc2c(=O)[nH]1)C(=O)Nc1ccccc1	-1	12	-3	0	-1.1	6	.	-0.3	3	5
8	CN1C(=O)CSc2ccc(NC(=O)NCCC3=CCCCC3)cc21	-3	-19	-8	-5	0.0	21	.	-5.9	-1	17
9	COc1ccc(Cc2nnc(NC(=O)Nc3ccccc3)s2)cc1OC	-35	-7	0	2	-0.1	10	0.5	i	3	11
10	Cn1c(NCCN(CCO)CCCc2ccc([N+](=O)[O-])cc2)cc(=O)n(C)c1=O	-1	-6	-4	1	-3.1	.	0.0	2.0	.	-6
11	COc1ccc(N2CCN(S(=O)(=O)c3ccc(Br)s3)CC2)cc1	-2	-4	3	-7	-0.6	12	.	.	2	14
12	COc1cccc(SCc2noc(C(=O)NCCCN3CCOCC3)c2C(=O)NCCCN2CCOCC2)c1	0	-21	2	-2	-0.1	.	.	i	.	4
13	O=C(NCc1ccccc1)c1cc(C2CCCN(C(=O)CCCc3ccccc3)C2)on1 (centres undefined)	.	.	.	-2	.	.	0.3	i	.	29
14	Cc1cccc(NC(=O)C2(c3cccs3)CCOCC2)n1	5	-6	2	-3	3.4	-23	.	-0.7	0	3
15	Nc1nc(N)nc(-c2ccccc2-c2nc(N)nc(N)n2)n1	-12	-15	8	2	-0.6	-1	0.5	i	5	-3
16	O=P(O)(CP(=O)(c1ccccc1)c1ccccc1)c1ccccc1O	1	5	1	6	-0.2	12	.	-3.6	3	-10
17	CCN(CC)CCCN1C(=O)C(=O)/C(=C(/O)c2ccccc2)C1c1cc(OC)ccc1OC (centres undefined)	5	.	14	0	1.3	16	.	i	.	-1
18	CCOc1ncccc1C(=O)N1CCN(S(=O)(=O)c2ccccc2)CC1	4	-5	8	2	-0.7	32	-1.8	-0.2	-2	-11
19	COc1ccccc1C(=O)OCC(=O)c1cccc([N+](=O)[O-])c1	-10	-3	4	-3	0.0	6	0.7	-0.4	-1	0
20	O=[N+]([O-])c1ccc(O)c(/C=N/n2c(CO)nc3ccccc32)c1	6	.	-3	-4	-1.4	32	1.9	-0.3	0	1
21	O=C(NC(=O)c1ccccc1Cl)C(=O)Nc1ccc(Cl)cc1	-2	-23	-1	-5	-0.3	16	-1.0	i	3	-3
22	COC(=O)Cc1n[nH]c(=S)[nH]c1=O	0	-1	1	-4	0.9	10	0.8	-0.4	3	0
23	Cc1cccc(NC(=O)/C(=C\c2cccs2)NC(=O)c2ccccc2)c1	-4	7	59*	-5	-0.6	0	0.8	.	-3	1
24	COc1ccc(OC)c(NC(=O)COC(=O)c2ccc(OC)c(S(=O)(=O)N3CCOCC3)c2)c1	-1	-5	10	-4	-0.4	.	1.4	2.1	.	13
25	O=C(NCCN1CCOCC1)C1CC(=O)N(c2ccc(Cl)cc2)C1 (centres undefined)	-14	-10	6	7	-1.2	50*	0.8	-0.2	-5	-5
26	COc1ccccc1C(=O)N1CCN(S(=O)(=O)Cc2ccccc2)CC1	7	-4	0	-5	0.2	8	.	6.7	1	5
27	CCOc1ccc2ncc(S(=O)(=O)c3ccccc3)c(N3CCN(c4ccccc4)CC3)c2c1	-1	-9	5	-9	2.2	.	1.1	i	.	4
28	Cc1ccc(F)cc1NC(=O)COC(=O)c1ccc2ncsc2c1	-4	4	-6	-1	-0.5	.	-6.4	0.8	.	-3
29	N#Cc1ccsc1NC(=O)CSc1nnc(NC2CC2)s1	.	.	-15	0	.	.	-3.6	i	.	1
30	CCN(CC)S(=O)(=O)c1cccc(-c2nnc(SCC(=O)N3CCC(C(=O)O)CC3)n2N)c1	1	8	-7	-6	-0.5	-2	3.9	-0.3	-1	-1
31	COc1ccc(C(=O)N2CCCC(Nc3ccc(C)c(C)c3)C2)cc1F (centres undefined)	-1	6	5	-2	0.8	19	-0.6	0.7	1	3
32	COc1ccc(C2Nc3ccccc3C(=O)N2NS(=O)(=O)c2ccccc2)cc1OC (centres undefined)	-15	-1	14	-8	-0.2	29	1.6	i	4	8
33	COc1ccc(OC)c(CCNC(=O)CCc2cn(C)c3ccccc23)c1	5	23	5	8	3.4	-12	0.4	-13	-3	6
34	O=C(Cn1c2c(c(-c3ccccc3)cc1=O)CCCC2)N1CCCCCC1	5	-16	3	2	0.5	8	1.3	i	0	24
35	Cc1ccc(S(=O)(=O)CC(C)(O)CS(=O)(=O)c2ccc(C)cc2)cc1	-4	-9	1	15	0.4	13	-0.9	i	-7	5
36	COCCNC(=O)CCn1nc(-c2ccc(C)cc2)ccc1=O	6	-1	8	0	-1.6	17	1.5	-6.7	-5	3
37	CN(C)CCOC(=O)C12CC3CC(C1)CC(C(=O)OCCN(C)C)(C3)C2	-1	-7	-7	10	1.3	4	0.3	0.7	2	-4
38	COc1ccc(C(C(=O)NC(C)(C)C)N(C(=O)CCC(=O)Nc2cc(C)on2)c2ccc(C)c(C)c2)cc1 (centres undefined)	-3	-6	4	1	0.6	-3	-0.4	-0.2	4	29
39	Cn1cccc1/C=C1/C(=O)NC(=O)N(Cc2ccc(F)cc2)C1=O	2	4	4	-1	-1.3	10	2.0	i	0	3
40	COc1ccccc1C1NC(=O)c2ccccc2O1 (centres undefined)	2	-13	-23	2	0.0	8	0.0	-2.1	4	-6

In the list so far, these contain a nitro group on carbon:
nr	Compound	Rv3671c protease	SSB-PriA inh	MazEF act	Anthrax LF prot	PfHsp40 yeast	DUSP3 inh	TcdB GH inh	Vc quorum ag	3CLpro inhibitor	Yp Topo-I inh
10	Cn1c(NCCN(CCO)CCCc2ccc([N+](=O)[O-])cc2)cc(=O)n(C)c1=O	-1	-6	-4	1	-3.1	.	0.0	2.0	.	-6
19	COc1ccccc1C(=O)OCC(=O)c1cccc([N+](=O)[O-])c1	-10	-3	4	-3	0.0	6	0.7	-0.4	-1	0
20	O=[N+]([O-])c1ccc(O)c(/C=N/n2c(CO)nc3ccccc32)c1	6	.	-3	-4	-1.4	32	1.9	-0.3	0	1

More entries follow:
nr	Compound	Rv3671c protease	SSB-PriA inh	MazEF act	Anthrax LF prot	PfHsp40 yeast	DUSP3 inh	TcdB GH inh	Vc quorum ag	3CLpro inhibitor	Yp Topo-I inh
41	O=C1[C@H]2[C@@H](c3ccc(F)cc3)N3C(=O)N(c4cccc(Cl)c4)C(=O)[C@@]3(Cc3ccccc3)[C@H]2C(=O)N1C1CCCCC1	-19	-14	-9	-2	-0.3	.	-0.3	i	.	6
42	CC(=O)c1cccc(NC(=O)CSc2nnc(C(C)N(C)C)n2-c2ccc(F)cc2)c1 (centres undefined)	-2	-5	9	5	-0.9	-6	4.6	-0.1	-2	0
43	Clc1ccc(C2=Nn3c(nnc3-c3n[nH]c4c3CCC4)SC2)cc1	1	-19	-7	0	1.0	-1	.	4.5	5	34
44	O=C(Nc1ccc(O)cc1C(=O)O)c1cccc(Br)c1	2	5	7	-2	-1.2	25	.	-1.0	3	-7
45	CCN(CC)CCn1c2c(c(SCC(=O)Nc3cccc4ccccc34)nc1=O)CCC2	4	-7	8	3	-0.9	.	1.7	-0.8	.	10
46	COc1cc(C(=O)NCC(=O)NNC(=O)C2COc3ccccc3O2)cc(OC)c1OC (centres undefined)	-4	1	-2	4	-0.1	.	2.1	2.8	.	-7
47	COCCn1c(SCC(=O)N2CCCC2)nnc1-c1ccoc1C	3	-14	2	-6	-0.5	32	.	i	-2	-2
48	OC(CC#CCN1CCCC1)(c1ccccc1)c1ccccc1	2	3	-16	7	-0.9	38	0.7	-1.2	-2	-6
49	Cc1ccc(-n2nc(C)c3c(C)cc(=O)[nH]c32)cc1	12	-9	4	-2	0.8	19	.	-1.0	1	4
50	CNC(=O)CC1C(=O)N(c2ccc(OC)cc2)C(=S)N1NC(=O)c1cccc(F)c1 (centres undefined)	9	-4	11	.	.	19	0.6	-0.3	-6	-2
51	CS(=O)(=O)N(CC(=O)N1CCc2ccccc2C1)Cc1ccc(F)cc1	.	-9	2	-13	-0.2	13	0.2	-2.0	-2	15
52	Cc1ccc(N2C(=O)C(CN(C)C)C2c2ccccc2)cc1 (centres undefined)	4	8	-3	.	-0.2	20	.	17*	3	-4
53	COc1ccc(S(=O)(=O)N2CCCC2CNC(=O)C(=O)NCc2ccccc2Cl)cc1 (centres undefined)	-3	5	5	2	0.3	.	1.9	i	.	30
54	CCOC(=O)c1c(C)n(OC)c2ccc3c(no[n+]3[O-])c12	7	-4	0	-3	0.5	16	.	-0.4	4	6
55	CC(=O)N1c2ccc(S(=O)(=O)N3CCCCC3)cc2CC1C(=O)NCc1ccc(N(C)C)cc1 (centres undefined)	-7	-8	24	-3	-0.8	4	2.6	-0.2	0	3
56	O=C1NC(=S)N/C1=C/c1cccnc1	-2	-2	2	2	1.3	13	1.8	-0.1	2	5
57	C#CCOCCOCCOCCNc1nc(N2CCOCC2)nc(N2CCN(C(=O)[C@H](CCCCN)n3cc([C@@H](N)C(C)CC)nn3)CC2)n1 (some centres undefined)	0	3	4	5	1.1	21	1.8	-1.0	-4	-8
58	COC(=O)N/N=C/c1c(C)c(C(=O)c2ccc(F)cc2)n2ccccc12	-1	.	17	-22	1.1	19	.	-0.3	2	-2
59	CCCCN1/C(=C/c2cccc[n+]2C)Sc2cc(NC(C)=O)ccc21	-1	-7	-26	5	-1.6	-3	-1.3	-1.4	2	-4
60	CCc1nnc(NC(=O)CSc2ncc(-c3ccccc3)n2CC)s1	-4	21	1	9	-1.5	7	.	0.4	-3	-3
61	COc1cc(C)ccc1OCCCOc1c(Cl)cccc1Cl	3	-49	-5	-4	2.8	8	0.1	-0.8	0	47
62	COc1ccc(C(=O)/C=C2/c3ccccc3CC(C)(C)N2C)cc1	-3	-4	-12	-7	-1.3	31	.	1.4	0	9
63	O=C(O)CCCCCCCCCCCc1ccccc1	-8	-12	0	-3	0.8	26	-1.1	-0.7	3	28
64	COc1cc(C(=O)NCCSc2ccc(Cl)cc2)cc(OC)c1OC	-9	-10	-8	1	-0.7	-5	0.6	3.0	-6	-4
65	Cc1c(OCC(=O)C(C)(C)C)ccc2c(-c3ccccc3)cc(=O)oc12	-6	-24	-4	2	6.1	6	-11	-1.3	-2	51*

Source: PubChem BioAssay

The list is partial; the hit share may differ from the screen's.
